TCR activator = activates T cell receptor signaling; primary human leukocytes, anti-CD3, IL-2 HTRF, 48 h; Potency, µM (highest dose often 9.22 µM), for inactives: top-dose activation of IL-2 secretion, most hits filed as activators; 330,000 tested, under 10 active; AID 504894; further: % of control where 0% means no effect
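Using a-CD3 beads without co-stimulation, primary human leukocytes were exposed to compounds for 48 hr. An HTRF IL-2 kit measured the cytokine, with europium-to-d2 energy transfer producing emission at 665nm upon 320nm excitation.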
USP2a inh = blocks human ubiquitin-specific protease USP2a; USP2 core, Ub-CHOP2 coupled fluorogenic reporter, 485/531; Potency, µM (highest dose often 38.3 µM), for inactives: at the highest dose activity change, negative = inhibition, usual class: inhibitors; actives 0.01% (n = 330,000); AID 463254;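 further: potency means the concentration at half of the fitted maximal effect; plate controls were DMSO wells for no effect and full inhibition by NEM control for full effect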
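USP2 core (10nM final) preincubated 30min RT with compound in 20mM Tris-HCl pH 8.0, 2mM CaCl2, 2mM beta-mercaptoethanol, 0.05% CHAPS; 25nM Ub-CHOP2 plus 25nM reporter substrate added, fluorescence (Ex485/Em531) read after 60min.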
PTAP TSG101 blk = blocks PTAP/TSG101 interaction to inhibit HIV-1 budding. AID 493005. 340,000 tested, under 10 active. Potency, µM (titrated, usually from 115 µM), inactives show top-dose activity change, negative = inhibition, actives largely listed as inhibitors. Fluorescence polarization, FITC-PTAP peptide / Tsg101 binding; active means well fitted inhibition curve with a large enough effect in the main read-out, with a control signal flat, not every such curve was filed as active; inconclusive means small, poorly fitted or top-dose-only effect, or effect the other way, or a change in a side signal; inactive means no such curve, though single readings can be large or run the other way; further: potency means the concentration at half of the fitted maximal effect; % of control where 0% means no effect
Target sequence (Q99816 whole entry, looked up): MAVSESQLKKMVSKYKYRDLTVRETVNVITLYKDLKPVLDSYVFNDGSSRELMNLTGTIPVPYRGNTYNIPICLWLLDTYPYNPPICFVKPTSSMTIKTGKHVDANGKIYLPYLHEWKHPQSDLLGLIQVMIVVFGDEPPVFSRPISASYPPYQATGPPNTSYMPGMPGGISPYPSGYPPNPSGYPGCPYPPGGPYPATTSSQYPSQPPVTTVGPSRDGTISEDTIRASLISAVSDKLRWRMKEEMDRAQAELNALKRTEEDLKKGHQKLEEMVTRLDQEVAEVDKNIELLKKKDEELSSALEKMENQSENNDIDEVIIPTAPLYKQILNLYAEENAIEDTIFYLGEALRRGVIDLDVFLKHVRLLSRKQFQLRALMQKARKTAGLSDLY
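Compounds were pin-transferred onto Tsg101 binding domain (10 uM final) in HEPES pH 7.5 buffer, then FITC-PTAP peptide was added at 50 nM final. After 20 min at RT, polarization reported peptide displacement across a qHTS concentration series.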
uPA surface inh = cell surface uPA generation inhibition; cell surface uPA generation assay, qHTS; Potency, µM (top dose mostly 38.3 µM), without a hit: at the highest dose activity change, negative = inhibition, actives largely listed as inhibitors; actives 0.31% (n = 330,000); AID 540303; active means well fitted inhibition curve with a large enough effect; inconclusive means small, poorly fitted or top-dose-only effect; inactive means no such curve, though single readings can be large or run the other way; tested in mouse RAW 264.7 cells; further: potency means the concentration at half of the fitted maximal effect; on the % scale 0 is the no-effect control and ±100 the full control effect; nearly all actives have a fitted effect of over 55% in size
TSHR antag = blocks TSH signaling through the human TSH receptor; TSHR-expressing cells, TSH-stimulated cAMP HTRF, 2 h; active compounds read low; activity change, negative = inhibition, % at 11.5 µM; actives 0.2% (n = 330,000); AID 504810;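 active means activity change below a set negative limit, meaning inhibition stronger than a set level, cut at about -70% in these data; inconclusive means activity change between two set negative limits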; further: on the % scale 0 is the no-effect control and ±100 the full control effect
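TSHR-expressing cells, 200/well, pre-treated with compound, then stimulated with EC80 TSH (4nM final) for 2 hours at 37 deg C. cAMP measured by competitive HTRF: anti-cAMP cryptate antibody in lysis buffer plus cAMP-d2, read after 30 minutes at room temperature.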
ELG1 DNA repair = inhibitors of ELG1-dependent DNA repair in HEK293T cells; HEK293T ELG1-luciferase reporter, luminescence, 16 h; DNA damage induced by 5-fluorouridine; Potency, µM (top dose mostly 46.1 µM), without a hit: top-dose activity change, negative = inhibition, most hits filed as inhibitors; actives 2.3% (n = 330,000); AID 504467; further: potency means the concentration at half of the fitted maximal effect; on the % scale 0 is the no-effect control and ±100 the full control effect; nearly all actives have a fitted effect of over 55% in size
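Luminescence from the luciferase reporter, measured 30 min after ONE-Glo reagent at room temperature, was the read-out. Beforehand, 2,000 cells per well were exposed for 16 hr at 37 °C to 5-fluorouridine together with compound or vehicle.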
Eya2 inh = inhibitors of human Eya2 phosphatase activity; O00167; recombinant Eya2, OMFP fluorescence dephosphorylation (OMFP is methylfluorescein phosphate); Potency, µM (doses to about 76.9 µM), for the others: top-dose activity, negative = inhibition, usual class: inhibitors; actives 0.006% (n = 330,000); AID 488837; further: potency means the concentration at half of the fitted maximal effect; on the % scale 0 is the no-effect control and ±100 the full control effect
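Eya2 protein (added as 0.2 uM solution) was preincubated with compound for 10 min at ambient temperature in 50 mM HEPES pH 7.5, 50 mM NaCl, 5 uM MgCl2, 0.05% BSA, 1 mM DTT. OMFP (added at 50 uM) then reacted 10 min; fluorescence read at 485/525 nm.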
BCR signal inh = blocks chronic active B-cell receptor signaling. actives 0.05% (n = 340,000). ABC-DLBCL IkBa-CBG/CBR reporter, luminescence ratio, 4 h. Potency, µM (series often up to 46.1 µM), for the others: at the top dose ratio change, negative = lower green/red ratio, usual class: inhibitors; active means well fitted inhibition curve with a large enough effect in the signal ratio, with a control signal flat, not every such curve was filed as active; inconclusive means small, poorly fitted or top-dose-only effect, or effect the other way, or a change in a side signal; the % refers to the signal ratio;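 further: potency means the concentration at half of the fitted maximal effect; plate controls were basal doxycycline-induced cells for no effect and cells given 10 µM MG132 for full effect; MG132 reads +100%, hits lower the ratio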
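TMD8 human ABC-DLBCL cells with doxycycline-inducible IκBα–green luciferase fusion and unfused red luciferase, in 0.5% FBS medium; compounds up to 46 uM, 4 h at 37C. Green/red luminescence ratio, filter-overlap corrected, fitted to concentration-response curves.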
B2AR arrestin = agonists driving beta-arrestin recruitment to human beta2-adrenergic receptor; P07550; beta-arrestin recruitment to beta2AR, cell-based reporter; Potency, µM (top dose mostly 46.1 µM), for the others: at the top dose activation, hits mostly activators; actives 0.02% (n = 330,000);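 further: potency means the concentration at half of the fitted maximal effect; 0% = DMSO controls and full agonism = EC100 isoproterenol or metaproterenol; nearly all actives have a fitted effect of over 65% in size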
Target sequence (P07550 whole entry, looked up): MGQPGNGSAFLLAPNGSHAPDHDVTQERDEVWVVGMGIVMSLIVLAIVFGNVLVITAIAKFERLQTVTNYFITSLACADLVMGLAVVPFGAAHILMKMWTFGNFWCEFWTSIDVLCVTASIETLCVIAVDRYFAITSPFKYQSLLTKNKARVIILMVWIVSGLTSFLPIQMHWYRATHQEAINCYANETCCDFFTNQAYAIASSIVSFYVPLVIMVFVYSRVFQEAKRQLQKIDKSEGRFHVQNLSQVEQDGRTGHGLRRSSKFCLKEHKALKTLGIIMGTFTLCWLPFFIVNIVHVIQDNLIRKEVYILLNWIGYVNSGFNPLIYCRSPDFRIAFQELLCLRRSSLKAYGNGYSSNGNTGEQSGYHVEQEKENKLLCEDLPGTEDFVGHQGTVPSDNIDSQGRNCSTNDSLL
Mito fusion yeast = mitochondrial division inhibition or fusion activation; S. cerevisiae fusion-defective mutant growth rescue, CellTiterGlo 48 h; AID 485298; actives 0.23% (n = 320,000); Potency, µM (top dose mostly 46.1 µM), for inactives: at the highest dose growth rescue (activation), hits mostly activators;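 further: potency means the concentration at half of the fitted maximal effect; % of control where 0% means no effect; nearly all actives have a fitted effect of over 45% in size; temperature-sensitive fusion mutants such as fzo1-1 at 37 °C on non-fermentable ethanol glycerol medium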
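Read-out: ATP-based luminescence (CellTiterGlo, 10 min ambient) reporting growth of fusion-defective ts yeast after 48 hours at 37C on glycerol/ethanol YPEG medium in the presence of compound.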
Tb PFK block = inhibitors of T. brucei phosphofructokinase. Potency, µM (top dose mostly 57.5 µM), for inactives: at the highest dose activity, negative = inhibition, most hits filed as inhibitors. actives 0.17% (n = 330,000). O15648. T. brucei PFK, ADP-Glo luminescence. AID 485367;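 further: potency means the concentration at half of the fitted maximal effect; 0% = uninhibited 1x PFK enzyme wells and -100% = no-enzyme wells; nearly all actives have a fitted effect of over 60% in size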
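ADP-Glo luminescence quantified ADP after 45 min at room temperature, with 1.25 nM T. brucei PFK, 0.1 mM ATP and 0.5 mM fructose-6-phosphate in pH 8.0 TEA buffer. qHTS titrations up to 57 µM; curves classified by quality.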
* marks the source's active call; other numbers are inactive results; ? = inconclusive; . = not tested or not shown; & = joins results of further samples; [ ] = dose if it differs, or a comment. Unless noted, the call rests on the fitted dose curve; in most records, active means well fitted curve in the direction sought with a large enough effect; inconclusive means small, poorly fitted or top-dose-only effect, or another doubt; inactive means no such curve, though single readings can be large; an effect the other way counts as inactive or inconclusive. Only part of the results is shown; rates above refer to the full screens.

SMILES | TCR activator | USP2a inh | PTAP TSG101 blk | uPA surface inh | TSHR antag | ELG1 DNA repair | Eya2 inh | BCR signal inh | B2AR arrestin | Mito fusion yeast | Tb PFK block
Oc1ccc2c3c1OC1C(O)CC[C@@]4(O)[C@@H](C2)N(CC2CCC2)CC[C@]314 (stereo partly specified) | . | 2% | . | . | 9 | . | 1% | -7% | -0.1% | -8% | 1%
O=C1NC(=O)C(CCc2ccncc2)(C2CCCCC2)C(=O)N1 | 2% | -1% | 0% | 12% | 13 | 11% | -8% | 1% | 0.1% | 2% | 7%
O=C1NC(=O)C(=Cc2ccc(N3CCN(C(=O)c4ccccc4)CC3)c([N+](=O)[O-])c2)C(=O)N1 | 1% | 1% | -11% | 1% | -3 | -3% | 2% | ? | 0.2% | 16% | 3%
CN(C)CC/C=C1\c2ccccc2Sc2ccc(Cl)cc21 | 8% | -3% | -1% | -10% | -18 | 2% | 2% | ? | -1.6% | -3% | 1%
Cc1cc(/C=C2/C(=O)NC(=O)N(c3ccc(Br)cc3)C2=O)c(C)n1C | -3% | 2% | 0% | 3% | 14 | 9% | 5% | ? | 6.3% | -1% | 1%
ClC1=C(Cl)C(Cl)=C(Cl)C1=C/C=C/c1ccccc1 | 2% | -1% | -2% | 2% | -2 | ? | 3% | -8% | -0.3% | -2% | -7%
CNC(=O)NC(O)C(Cl)(Cl)Cl (stereo unspecified) | -1% | -9% | -4% | -2% | -3 | 12% | -3% | -2% | 0.5% | -1% | -2%
CC1(C)C(=O)CC[C@@]2(C)C1=CCC1C2CC[C@]2(C)C(=O)CCC12 (stereo partly specified) | 4% | -5% | -3% | 0% | 14 | ? | -7% | -2% | 0.1% | . | -2%
S=c1[nH]nc(-c2ccccc2)n1C1C=CCCC1 (stereo unspecified) | -5% | 0% | -2% | -4% | -71* | 0% | 2%[15.4 µM] | ? | ? | 4% | -7%
CC(=O)Nc1ccccc1C(=O)OCc1ccc(F)cc1 | 2% | 2% | -7% | -1% | -3 | ? | 6% | -2% | -0.2% | -5% | 3%
C[N+]1(C)[C@@H]2CC(OC(=O)[C@H](CO)c3ccccc3)C[C@H]1[C@@H]1O[C@@H]12 (stereo partly specified) | -6%&13% | 5%&2% | 0%&1% | 0%&5% | 3&11 | -1% | 0%&-12% | 7%&-27% | 2.8%&-0.2% | -4%&-2% | -3%&-2%
O=C(Cc1ccccc1)N1CCN(Cc2c[nH]c3ccccc23)CC1 | 0% | 0% | -1% | . | 7 | ? | 3% | -8% | 6.1% | 2% | 6%
C=C1C(=O)O[C@H]2C[C@@H](C)[C@@H]3C=CC(=O)[C@@]3(C)C[C@H]12 | 6% | 3% | -1% | 49%[activator] | 18 | ? | -9% | ? | -0.5% | -90%[inhibitor] | -4%
COC(=O)C1=C(c2ccc(F)cc2OCc2ccccc2)C[C@@H]2CC[C@H]1N2C(=O)NCc1ccc(Br)cc1 | -2% | -2% | -3% | ? | -13 | ? | 14% | 1% | 0.2% | ? | -1%
COC(=O)C1=C(c2ccc(OCc3ccccc3)cc2)C[C@@H]2CC[C@H]1N2C(=O)NCc1ccc(N(C)C)cc1 | -1% | -1% | 1% | -8% | 1 | ? | -1% | -6% | 0.4% | 11% | -2%
COC(=O)C1=C(c2ccc3ccccc3c2)C[C@@H]2CC[C@H]1N2C(=O)NCC1CC1 | 5% | 0% | . | -7% | -19 | -15% | -5% | -4% | 0.3% | -11% | 10%
COC(=O)C1=C(c2cccc(C#N)c2)C[C@@H]2CC[C@H]1N2C(=O)NCC1CC1 | -2% | 0% | -9% | 17% | 34 | 12% | 10% | 8% | 0.2% | -6% | -3%
Clc1ccccc1NC1=NCCCS1 | 0% | -2% | 3% | 2% | -1 | -5% | -4% | -9% | 0.2% | 15% | -3%
CN1CCC(n2nccc2N)CC1 | -5% | 0% | -7% | 2% | 8 | 8% | 9% | ? | -0.2% | -1% | -3%
N#CCSc1nnc(-c2ccc3c(c2)OCO3)o1 | 4% | 1% | -1% | -4% | 4 | ? | 12% | -1% | -0.4% | -3% | 0%

For reference, some entries already given.
SMILES | TCR activator | USP2a inh | PTAP TSG101 blk | uPA surface inh | TSHR antag | ELG1 DNA repair | Eya2 inh | BCR signal inh | B2AR arrestin | Mito fusion yeast | Tb PFK block
O=C1NC(=O)C(=Cc2ccc(N3CCN(C(=O)c4ccccc4)CC3)c([N+](=O)[O-])c2)C(=O)N1 | 1% | 1% | -11% | 1% | -3 | -3% | 2% | ? | 0.2% | 16% | 3%
CN(C)CC/C=C1\c2ccccc2Sc2ccc(Cl)cc21 | 8% | -3% | -1% | -10% | -18 | 2% | 2% | ? | -1.6% | -3% | 1%
Cc1cc(/C=C2/C(=O)NC(=O)N(c3ccc(Br)cc3)C2=O)c(C)n1C | -3% | 2% | 0% | 3% | 14 | 9% | 5% | ? | 6.3% | -1% | 1%
ClC1=C(Cl)C(Cl)=C(Cl)C1=C/C=C/c1ccccc1 | 2% | -1% | -2% | 2% | -2 | ? | 3% | -8% | -0.3% | -2% | -7%

The list goes on.
SMILES | TCR activator | USP2a inh | PTAP TSG101 blk | uPA surface inh | TSHR antag | ELG1 DNA repair | Eya2 inh | BCR signal inh | B2AR arrestin | Mito fusion yeast | Tb PFK block
COc1ccc(O)c(-c2c(-c3ccc(Cl)cc3)n[nH]c2C)c1 | 0% | -9% | -1% | 6% | -21 | ? | -10% | ? | 0.0% | 7% | -4%
O=C1CN=C(c2ccc[nH]2)c2cc(Cl)ccc2N1 | -5% | 0% | -5% | ? | 11 | 8.2µM* | -1% | -2% | -0.9% | -10% | -5%
O=C(Cc1ccccc1)NC(Oc1ccccc1Cl)C(Cl)(Cl)Cl (stereo unspecified) | 2%[46.1 µM] | 5% | 1% | -6% | 8 | -1% | 6% | -4% | 0.3% | -4% | -9%
Clc1cccc(N2CCNCC2)n1 | 1% | -1% | -3% | -4% | -3 | -3% | -9% | -1% | 0.1% | 4% | -2%
O=C1NC(=O)N(c2ccc3c(c2)OCO3)C(=O)/C1=C\c1ccsc1 | 0% | 7% | -3% | 5% | 6 | -3% | 10% | 5% | -0.7% | -1% | 3%
CCC(=NCc1ccco1)c1c(O)n(-c2ccccc2)c(=O)[nH]c1=O | 8% | -2% | -2% | -2% | -7 | ? | -4% | 7% | -0.2% | -3% | 4%
O=c1cc(CN2CC=C(c3ccccc3)CC2)c2c(ccc3ccccc32)o1 | 4%[46.1 µM] | 3% | 0% | 6% | -3 | 12% | -5% | ? | -0.2% | 7% | 4%
COc1cc(C(=O)NC2CC3CCCC(C2)N3CC(=O)Nc2ccccc2)cc(OC)c1OC (stereo unspecified) | 0% | 1% | -3% | 3% | 0 | ? | -9% | 8% | 0.0% | 1% | 24%
O=C(O)c1ccccc1NC(=O)C1C2CCC(O2)C1C(=O)O (stereo unspecified) | . | 0% | . | . | -1 | 28% | 19% | 3% | 4.4% | 0% | -2%
O=c1[nH]c(=O)n(-c2ccccc2)c(O)c1N=Nc1ccc(Br)cc1 | -5% | -1% | -1% | 6% | 0 | -4% | 0% | -1% | 0.3% | -7% | 1%
CC[N+](CC)(CC)CCCOC(=O)C(O)(c1ccccc1)C1CCCCC1 (stereo unspecified) | 9% | -1% | -6% | 1% | 4 | -6% | -4% | ? | 0.2% | 0% | -1%
CN(C)S(=O)(=O)N1CCC(Oc2cccc(C(=O)NCCC3=CCCCC3)c2)CC1 | 4% | -3% | . | ? | ? | 13µM* | 12% | ? | -0.3% | 8% | -10%
COC(=O)C1=C(c2ccc(OC(F)(F)F)cc2)C[C@@H]2CC[C@H]1N2C(=O)NC(C)C | -5% | -1% | -6% | 2% | 0 | -12% | 0% | 5% | 0.2% | 1% | -1%

Screening results: PubChem, National Center for Advancing Translational Sciences (NCATS)
